a7 integrin act – integrin-mediated muscular dystrophy alleviation activation; 350,000 tested, 0.064% active; Potency, µM (series often up to 38.3 µM), for inactives: top-dose activation, usual class: activators; alpha7betagal myoblasts, beta-gal FDG fluorescence, 48 h;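 note: potency is the fitted concentration of half-maximal effect; 100% = response of the positive control SU9516; nearly all actives have a fitted effect of over 60% in size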
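Alpha7betagal+/- myoblasts (passage 13) were plated 16-24 hr, then exposed to compounds (1:260 dilution of DMSO stock) for 48 hours at 37C. After MPER lysis, β-galactosidase reporter activity was read as FDG fluorescence (ex 480/em 540) after 30 minutes.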
Menin MLL FP TR – menin-MLL binding inhibition, Texas Red mutant peptide; Menin + Texas Red MLL mutant peptide, fluorescence polarization; Potency, µM (top dose mostly 61.6 µM), for inactives: at the highest dose FP activity change, negative = inhibition, hits mostly inhibitors; 270,000 tested, 0.23% active; AID 1768; active = well fitted inhibition curve with a large enough effect in the polarisation, with a control signal flat, not every such curve was filed as active; inconclusive = small, poorly fitted or top-dose-only effect, or effect the other way, or a change in a side signal; inactive = no such curve, though single readings can be large or run the other way; the % refers to the polarisation; note: potency is the fitted concentration of half-maximal effect; % of control where 0% means no effect; many of its hits are not listed in these tables
PTAP TSG101 blk – blocks PTAP/TSG101 interaction to inhibit HIV-1 budding; Q99816; Fluorescence polarization, FITC-PTAP peptide / Tsg101 binding; Potency, µM (doses to about 115 µM), without a hit: at the top dose activity change, negative = inhibition, actives largely listed as inhibitors; 340,000 tested, under 10 active; AID 493005; active = well fitted inhibition curve with a large enough effect in the main read-out, with a control signal flat, not every such curve was filed as active; inconclusive = small, poorly fitted or top-dose-only effect, or effect the other way, or a change in a side signal; inactive = no such curve, though single readings can be large or run the other way; note: potency is the fitted concentration of half-maximal effect; % of control where 0% means no effect
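Fluorescence polarization binding of Tsg101 binding domain (10 uM final) to FITC-labeled PTAP peptide (50 nM final) in HEPES pH 7.5 buffer with NaCl, Tween 20, EDTA, TCEP. Compounds added before peptide; binding 20 min at RT.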
PKM2 act – increases activity of human pyruvate kinase M2; P14618; Potency, µM (series often up to 57.5 µM), inactives show at the top dose activation, hits mostly activators; 260,000 tested, 0.34% active; purified PKM2, Kinase-Glo ATP luminescence, activation; response scale: 0% is enzyme alone, no compound; note: potency is the fitted concentration of half-maximal effect; % is set by controls: 0 for no effect and ±100 for the full control effect; nearly all actives have a fitted effect of over 55% in size
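Kinase-Glo luminescence reports ATP generated from ADP (0.1 mM) and PEP (0.5 mM) by purified hPK-M2 after 1 h at room temperature, pH 7.2 imidazole buffer; intermediate enzyme activity allows detecting inhibitors and activators.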
B2AR arrestin – agonists driving beta-arrestin recruitment to human beta2-adrenergic receptor | 330,000 tested, 0.02% active | Potency, µM (doses to about 46.1 µM), for inactives: at the top dose activation, usual class: activators | beta-arrestin recruitment to beta2AR, cell-based reporter | AID 492947 | P07550;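 note: potency is the fitted concentration of half-maximal effect; 0% = DMSO controls and full agonism = EC100 isoproterenol or metaproterenol; nearly all actives have a fitted effect of over 65% in size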
Target sequence (P07550 whole entry, looked up): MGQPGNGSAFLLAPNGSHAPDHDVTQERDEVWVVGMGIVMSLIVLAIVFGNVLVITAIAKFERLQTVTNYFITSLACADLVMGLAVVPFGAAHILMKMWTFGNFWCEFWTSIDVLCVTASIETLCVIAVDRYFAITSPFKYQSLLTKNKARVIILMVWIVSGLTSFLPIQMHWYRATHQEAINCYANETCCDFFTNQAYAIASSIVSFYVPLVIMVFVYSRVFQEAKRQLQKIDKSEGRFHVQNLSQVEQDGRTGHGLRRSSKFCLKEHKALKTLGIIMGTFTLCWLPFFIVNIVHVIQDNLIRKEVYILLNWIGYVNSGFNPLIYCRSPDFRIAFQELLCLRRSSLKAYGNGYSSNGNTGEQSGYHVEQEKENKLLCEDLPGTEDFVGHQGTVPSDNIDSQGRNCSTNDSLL
Giardia kill – Giardia lamblia killing; AID 540267; 340,000 tested, 0.15% active; Giardia lamblia trophozoite viability; activity change, % at 7.66 µM, hits read low; in the data active = activity change below about -80%; inconclusive = between about -30% and that limit;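 note: parasites exposed to compound for two days anaerobically before the ATP read; % is set by controls: 0 for no effect and ±100 for the full control effect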
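Trophozoite viability was measured as ATP-dependent luminescence, read 15-30 min after reagent addition. Before that, parasites at 100 cells/well were exposed to compounds for 48 h, anaerobically, at 37 deg C.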
Coupling enz – inhibits coupling enzyme system, counter-screen for aldolase hits | coupling enzyme system counterscreen, AmpLite Red fluorescence | activity change, negative = inhibition, % at 58.2 µM, hits read low | 290,000 tested, 0.67% active; in the data active = activity change below about -30%; note: % is set by controls: 0 for no effect and ±100 for the full control effect
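First, compound is pin-transferred into glyceraldehyde-3-phosphate coupling-enzyme reagent at 57.5 uM final and held 10 min at RT. Next, substrate, coupling system and AmpLite Red are added. After 20 min RT, fluorescence (525/598 nm) is read.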
ASM inhibitor – human S-ASM enzyme inhibition; placental ASM, HMU-PC fluorogenic substrate, 60 min; Potency, µM (titrated, usually from 57.5 µM), for inactives: top-dose activity change, negative = inhibition, most hits filed as inhibitors; 340,000 tested, 0.006% active; P17405; AID 504937; note: potency is the fitted concentration of half-maximal effect
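Fluorescence read-out (Ex 386 nm, Em 447 nm) after stopping the reaction at pH 10. Enzyme: ASM from human placenta; substrate HMU-PC0, 9 uM final; 60 min, 37 °C. Compound preincubation 10 min, ambient temperature.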
Tb PFK inh – blocks T. brucei phosphofructokinase; T. brucei PFK, ADP-Glo luminescence; Potency, µM (top dose mostly 57.5 µM), for the others: at the highest dose activity, negative = inhibition, hits mostly inhibitors; 330,000 tested, 0.17% active; AID 485367;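 note: potency is the fitted concentration of half-maximal effect; 0% = uninhibited 1x PFK enzyme wells and -100% = no-enzyme wells; nearly all actives have a fitted effect of over 60% in size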
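Activity is normalized to no-enzyme wells (full inhibition) and 1.25 nM enzyme wells (no inhibition). Reaction: 0.5 mM F6P, 0.1 mM ATP, 45 min RT, ADP-Glo luminescence; concentration-response curves fitted and classed by quality.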
GALK inhibitor – galactokinase (human) inhibition; P51570; Purified GALK, Kinase-Glo residual ATP luminescence; Potency, µM (doses to about 57.5 µM), for the others: top-dose activity change, negative = inhibition, actives largely listed as inhibitors; 270,000 tested, 0.007% active; AID 1868; note: potency is the fitted concentration of half-maximal effect; % is set by controls: 0 for no effect and ±100 for the full control effect
Target sequence (P51570 whole entry, looked up): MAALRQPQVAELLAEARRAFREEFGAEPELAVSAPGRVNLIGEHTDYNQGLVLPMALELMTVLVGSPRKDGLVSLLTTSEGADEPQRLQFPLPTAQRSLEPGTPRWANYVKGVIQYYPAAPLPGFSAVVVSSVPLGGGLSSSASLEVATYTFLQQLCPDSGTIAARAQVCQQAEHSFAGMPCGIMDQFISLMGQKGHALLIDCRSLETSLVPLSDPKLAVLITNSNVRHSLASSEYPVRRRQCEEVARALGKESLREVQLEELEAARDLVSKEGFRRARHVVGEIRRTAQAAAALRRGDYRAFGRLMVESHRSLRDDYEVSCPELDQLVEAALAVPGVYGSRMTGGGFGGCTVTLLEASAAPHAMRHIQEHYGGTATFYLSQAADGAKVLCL
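Luminescence from leftover ATP (Ultra-Glo luciferase/luciferin) served as read-out after a 1 h room-temperature reaction of 5 nM GALK with 35 uM ATP and 100 uM galactose.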
BCR signal inh – inhibitors of chronic active B-cell receptor signaling | 340,000 tested, 0.05% active | Potency, µM (highest dose often 46.1 µM), for inactives: at the top dose ratio change, negative = lower green/red ratio, actives largely listed as inhibitors | ABC-DLBCL IkBa-CBG/CBR reporter, luminescence ratio, 4 h | AID 493014; active = well fitted inhibition curve with a large enough effect in the signal ratio, with a control signal flat, not every such curve was filed as active; inconclusive = small, poorly fitted or top-dose-only effect, or effect the other way, or a change in a side signal; the % refers to the signal ratio;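 note: potency is the fitted concentration of half-maximal effect; plate controls were basal doxycycline-induced cells for no effect and cells given 10 µM MG132 for full effect; MG132 reads +100%, hits lower the ratio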
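Compounds up to 46 uM were incubated four hours with TMD8 cells whose green CBG68 luciferase is fused to IkappaBalpha; red CBR luminescence normalised the signal, and concentration-effect curves were fitted to fusion, red and ratio data.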
* marks the source's active call; other numbers are inactive results; ? = inconclusive; / = no result given; [ ] = remark or other dose. Unless noted, calls come from the whole dose curve; as a rule, active = well fitted curve in the direction sought with a large enough effect; inconclusive = small, poorly fitted or top-dose-only effect, or another doubt; inactive = no such curve, though single readings can be large; an effect the other way counts as inactive or inconclusive.

Structure,a7 integrin act,Menin MLL FP TR,PTAP TSG101 blk,PKM2 act,B2AR arrestin,Giardia kill,Coupling enz,ASM inhibitor,Tb PFK inh,GALK inhibitor,BCR signal inh
O=C1CSC(c2ccccc2F)N1CCN1CCCCC1 (centres undefined),-13%,16%,-3%,-1%,-0.2%,-12,2,-1%,-6%,2%,4%
CCc1ccc(/C=N/Nc2ncnc3nc[nH]c23)cc1,-10%,/,-4%,-6%,0.2%,-10,0,-7%,0%,0%,?
O=C1CCN(Cc2ccccc2)CCN1[C@H](CSc1ccccc1)Cc1ccccc1,-10%,?,1%,3%,-0.5%,-8,0,4%,-1%,/,3%
CCOC(=O)c1nc(C)nc(Sc2n[nH]c(-c3cc(Cl)cc(Cl)c3)n2)c1C,2%,/,-3%,-4%,-1.1%,9,2,-6%,-8%,-1%,0%
Cc1ccc(NC(=O)CSc2ncccn2)c([N+](=O)[O-])c1,6%,-9%,1%,17%,0.0%,8,0,-1%,6%,-1%,9%
CCOC(=O)N1CCN=C1SCc1ccc(C(F)(F)F)cc1,-46%[inhibitor],-15%,2%,7%,-0.1%,-11,0,6%,-6%,6%,-27%
CC(C)(C)NC(=O)NC(=O)CN1CCN(c2ncc(C(F)(F)F)cc2Cl)CC1,-12%,?,-2%,-8%,-1.3%,6,1,-1%,3%,-1%,?
CC(=O)N1CCC(=NNc2nc3ccccc3s2)CC1,-12%,7%,2%,/,0.3%,20,1,-2%,-1%,0%,?
CCOC(=O)CC1C(=O)NCCN1S(=O)(=O)c1ccc(Cl)cc1Cl (centres undefined),8%,2%,-2%,10%,-0.9%,-8,-1,2%,0%,4%,-20%
O=C(NC1CCCCCC1)C1CCN(c2nc3ccccc3o2)CC1,5%,4%,0%,-4%,-0.1%,-10,1,1%,1%,1%,-1%
CC(=O)N(c1nnc(-c2cccc(C)c2)s1)C1CCCC1,16%,-4%,-3%,?,-1.0%,-3,-4,-1%,-4%,4%,?
COCCN(C(=O)COC(=O)c1cc2ccccc2cc1OC)c1c(N)n(Cc2ccccc2)c(=O)[nH]c1=O,18%,/,-1%,/,0.3%,4,/,162%[activator],2%,/,-11%
CC1=C(n2nnc([N+](=O)[O-])n2)C(c2cccnc2)C(C#N)=C(N)O1 (centres undefined),-30%,11%,22%,-6%,-0.5%,-13,-67*,3%,-5%,3%,?
Cc1ccc(C)c(NC(=O)CCN2CCCCC2)c1,7%,-6%,-2%,2%,-0.6%,?,3,-3%,-2%,-5%,2%
Cc1ccc(C(=O)OCC(=O)N2CCC(c3ccccc3)=N2)c(C)c1,26%,/,1%,/,-1.3%,-27,/,-5%,0%,/,4%
CC1CCN(c2nc3c(=O)[nH]c(N)nc3n2[C@@H]2O[C@H](CO)[C@@H](O)[C@H]2O)CC1,6%,7%,0%,/,-0.7%,-4,2,3%,0%,/,-1%
CCNC(=S)N(CCc1cccc(C)c1)Cc1cc2cc(OC)c(OC)cc2[nH]c1=O,11%,17%,-1%,-1%,-2.4%,?,-1,-14%,-1%,/,-5%
CC(OC(=O)C(C)N1C(=O)C2C3C=CC(C4CC34)C2C1=O)C(=O)c1ccccc1 (centres undefined),-11%,-11%,-4%,1%,-0.7%,5,1,2%,1%,2%,4%
Cc1ccc(NC2CCCN(C(=O)CSc3ccccn3)C2)cc1C (centres undefined),6%,/,/,/,-0.9%,-3,/,2%,1%,2%,-4%
O=[N+]([O-])c1ccc2c(c1)C=C1CCCCC1(N1CCCC1)O2 (centres undefined),-9%,-23%,-2%,-6%,-0.8%,1,1,-1%,-4%,3%,-2%
COc1ccc(S(=O)(=O)N(C)CC(=O)N2CCCC2)cc1OC,38%,-4%,-5%,-5%[11.5 µM],-0.1%,-2,1,2%,-1%,-6%,-2%
Cc1ccc(Cn2ccc(NC(=O)C3C4CCC(C4)C3C(=O)O)n2)cc1 (centres undefined),4%,-6%,-1%,0%,-0.6%,-8,7,-1%,-6%,2%,5%
CCN=C1S/C(=C\c2cn(CC)c3ccccc23)C(=O)N1CC,0%,10%,0%,5%,0.1%,-18,0,-11%,0%,0%,-1%
CSc1nnc2c(n1)c(C)nn2-c1cccc(C)c1,-26%,-11%,-6%,-3%,0.1%,13,2,-11%,-1%,1%,-2%
Clc1ccc(CONc2ncnc3nonc23)c(Cl)c1,36%,28%,-5%,10%,0.1%,8,-1,-2%,-2%,0%,?
CCOc1ccc(C(=O)C[n+]2ccc(C(=O)NCc3ccccc3)cc2)cc1,-10%,44%[activator],2%,-8%,0.1%,-12,1,7%,-4%,2%,-3%
CC1(c2ccc3ccccc3c2)NC(=O)N(CC(=O)NCC(C)(C)N2CCOCC2)C1=O (centres undefined),1%,/,-6%,/,-0.2%,8,/,0%,6%,/,1%
COc1ccc(CCNC(=O)C2CCN(S(=O)(=O)c3cccc4nonc34)CC2)cc1OC,4%,3%,0%,-9%,0.0%,17,-2,-2%,-15%,0%,-1%
COc1ccc(CN(C)C(=O)Cn2cnc3c(NCc4ccccc4)ncnc32)cc1OC,18%,/,1%,/,0.0%,0,/,-9%,4%,/,?
CC1(C(=O)NC(=S)N(Cc2ccccc2)c2ccccn2)CC1(Cl)Cl (centres undefined),21%,-14%,1%,2%,-0.2%,10,4,3%,-2%,2%,?
CCc1nc(Nc2ccc3nccnc3c2)c2oc3ccccc3c2n1,17%,-11%,?,-2%,-0.1%,-8,-21,149%[activator],-9%,1%,?
CC(=O)c1ccc2c(c1)OCCOCCOCCO2,-12%,/,-7%,8%,0.0%,10,0,1%,2%,1%,6%
CCOC(=O)CCCC(=O)Nc1ncnc2c1C(c1ccccc1)c1c(ccc3ccccc13)O2 (centres undefined),/,/,-1%,/,4.9%,-2,/,?,3%,/,?
CCC(C)NC(=O)CCSCCC(=O)NC(C)CC (centres undefined),2%,9%,-1%,5%,-1.4%,16,1,8%,-4%,0%,-1%
O=C(Nc1ccccn1)NC(C(F)(F)F)C(F)(F)F,22%,11%,0%,-9%,0.2%,14,2,1%,2%,-1%,3%
COC(=O)c1ccc(/C=N/n2cnnc2)cc1,-4%,-1%,-10%,-1%,0.5%,-14,3,1%,-3%,2%,7%
Cn1c(SCC(=O)NCc2ccco2)nnc1-c1cccs1,12%,?,-1%,7%,-0.5%,8,-1,6%,16%,1%,-9%
CCCC(=O)Nc1ccc2oc(-c3cccnc3)nc2c1,8%,-8%,0%,0%,0.1%,4,-2,2%,2%,-1%,0%
O=C(O)c1cccc([N+](=O)[O-])c1C(=O)Nc1nc2ccccc2s1,2%,12%,-1%,-9%,0.1%,3,3,7%,3%,8%,?
Cc1cccc(C(=O)OCC(=O)N2CCN(C(=O)c3ccco3)CC2)c1O,-1%,/,-7%,/,0.5%,-4,/,0%,4%,/,4%
O=C(c1ccco1)N1CCC(c2ccccc2)C1 (centres undefined),12%,-2%,-6%,2%,0.4%,-4,-1,5%,-8%,1%,?
COc1ccc(CNC(=O)c2cc(-c3ccc(OC)c(OC)c3)on2)cc1,-2%[7.66 µM],-10%,-3%,-6%,-0.4%,-2,2,4%,-5%,0%,?
CCOC(=O)c1c(NC(=O)COC(=O)Cn2cnc3c2c(=O)n(C)c(=O)n3C)sc(C)c1CC,14%,/,-3%,/,0.2%,-5,/,/,-3%,/,-3%
Cc1cccc(NC(=S)N2CCC(N(C)CC3CCCO3)CC2)c1 (centres undefined),5%,9%,-1%,3%,0.0%,-5,0,0%,-5%,0%,-8%
O=S(=O)(Nc1ccncc1)c1cc(Cl)c(Cl)cc1Cl,-14%,-14%,-4%,3%[11.5 µM],-0.2%,4,0,-1%,1%,-1%,1%
Cc1ccc(NC(=O)CNC(=O)c2ccc3c(c2)OCO3)nc1,12%,0%,-1%,-1%,0.2%,6,-5,0%,2%,-4%,-21%
CCC1CCCCN1CCCNC(=O)c1ccc2c(c1)c(C)c(C)n2C (centres undefined),-50%,-11%,-2%,1%,-0.6%,33[activator],0,1%,-3%,14%,?

These rows are one share of the data; count on the stated rates, not on these rows.
